PMI act satM6P: PMI (human) activation, high substrate | activation factor at 20 µM | 190,000 compounds, 0.34% hits | AID 1216 | coupled PMI enzyme assay, resazurin fluorescence, 20 min; active compounds read high; 1 = untreated enzyme, 0 = substrate-free blank | P34949;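 active = activation factor of 2 or more at 20 µM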
Target sequence (P34949 whole entry, looked up): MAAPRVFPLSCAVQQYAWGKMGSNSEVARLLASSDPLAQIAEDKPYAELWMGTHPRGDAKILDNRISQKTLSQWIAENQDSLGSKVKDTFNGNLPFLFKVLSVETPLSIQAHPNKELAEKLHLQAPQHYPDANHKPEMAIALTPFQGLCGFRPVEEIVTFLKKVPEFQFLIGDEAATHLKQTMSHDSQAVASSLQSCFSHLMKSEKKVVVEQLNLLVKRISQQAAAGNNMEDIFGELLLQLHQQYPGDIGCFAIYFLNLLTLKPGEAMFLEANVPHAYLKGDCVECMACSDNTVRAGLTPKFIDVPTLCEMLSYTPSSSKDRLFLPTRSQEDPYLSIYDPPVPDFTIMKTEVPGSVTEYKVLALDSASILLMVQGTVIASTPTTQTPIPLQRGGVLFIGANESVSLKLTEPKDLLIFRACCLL
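Material: human phosphomannose isomerase with PGI, G6PDH, diaphorase coupling enzymes; amount: PMI at 15 ng/mL final; also added: Mannose-6-phosphate 1.0 mM (near-saturating) plus 0.22 mM NADP+; incubation: enzyme reaction with compound 20 min at room temperature; signal: resorufin fluorescence (Ex 544/Em 590 nm) from resazurin via diaphorase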
Diaphorase act: counter-screen for diaphorase-based assays: diaphorase activators and chemical reducers | Diaphorase/resazurin coupled assay, resorufin fluorescence, 16 min; active compounds read high; 1 = vehicle wells, 0 = NADH-free wells | AID 1229 | activation factor at 20 µM | 190,000 compounds, 0.005% hits;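 active = diaphorase activity raised at least twofold by the compound at 20 µM; inactive = activation factor below 2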
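Material: bacterial diaphorase enzyme (C. kluyveri); amount: enzyme 0.07 U/mL final; reagent: NADH substrate 0.114 mM plus resazurin dye 0.1 mM, final; doses: single compound dose of 20 µM, 1% DMSO final; timing: 16 min enzyme reaction, ambient temperature; measured by: fluorescence of resorufin, 544 nm excitation, 590 nm emission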
L major viab: Leishmania major promastigote growth inhibition. 200,000 compounds, 9% hits. AID 1063. inhibition, % at 10 µM. Leishmania major promastigotes, resazurin fluorescence viability; in the data active = inhibition above about 50%;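 note: promastigotes grown with compound for 44 hours at 28 °C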
bIAP inh: intestinal alkaline phosphatase (bovine) inhibition | purified bovine IAP, CDP-star luminescence, 30 min | inhibition, % at 20 µM | 190,000 tested, under 10 active | AID 1019;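 active = over 50% inhibition of intestinal alkaline phosphatase at 20 µM in the single-dose screen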
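Assay system – bovine IAP enzyme · Quantity – bovine IAP at 1/65,000,000 final dilution · Detection – CDP-star luminescence signal · Times – 30 min reaction at room temperature · Also added – CDP-star substrate at 30 µM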
bIAP act: increases bovine intestinal alkaline phosphatase activity; activation factor at 20 µM; 200,000 compounds, 0.17% hits; purified bovine IAP, CDP-star luminescence, 30 min; active compounds read high; fold of DMSO-control signal, blank-subtracted;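 active = activation factor of 2 or more at 20 µM, a signal rise over negative controls twice the positive control's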
PMI act: activators of human phosphomannose isomerase; 190,000 compounds, 0.005% hits; AID 1214; P34949; activation factor at 20 µM; purified human PMI, coupled resazurin fluorescence, 20 min; active compounds read high; 1 = vehicle control, 0 substrate-free wells;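 active = activation factor of 2 or more at 20 µM, relative to plate controls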
TNAP inh no acc: TNAP (human) inhibition, acceptor-free conditions | P05186 | purified TNAP, CDP-star luminescence, 30 min | inhibition, % at 20 µM | 200,000 compounds, 0.26% hits;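 active = tissue-nonspecific alkaline phosphatase inhibition above about 50% at 20 µM in the single-dose screen, limit read from the data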;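 note: 0% = DMSO negative control and 100% = EDTA positive control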
Target sequence (P05186 whole entry, looked up): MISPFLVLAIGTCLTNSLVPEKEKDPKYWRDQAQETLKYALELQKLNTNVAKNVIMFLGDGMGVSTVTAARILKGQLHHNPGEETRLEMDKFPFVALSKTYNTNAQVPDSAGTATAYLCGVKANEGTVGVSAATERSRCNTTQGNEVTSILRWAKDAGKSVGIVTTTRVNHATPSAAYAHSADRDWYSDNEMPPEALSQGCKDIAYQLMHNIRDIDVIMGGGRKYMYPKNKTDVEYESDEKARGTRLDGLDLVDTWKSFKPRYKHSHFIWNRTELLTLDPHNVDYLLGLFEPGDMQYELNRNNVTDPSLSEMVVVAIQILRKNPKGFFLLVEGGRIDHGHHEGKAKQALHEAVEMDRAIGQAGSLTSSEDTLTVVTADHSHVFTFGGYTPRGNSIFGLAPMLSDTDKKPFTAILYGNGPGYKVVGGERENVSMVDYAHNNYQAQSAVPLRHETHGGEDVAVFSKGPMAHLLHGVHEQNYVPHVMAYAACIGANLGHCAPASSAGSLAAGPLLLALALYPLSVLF
Diaphorase inh: inhibits diaphorase or chemically oxidizes, flagging diaphorase assay artifacts; diaphorase resazurin-to-resorufin fluorescence, NADH, 16 min; bacterial (C. kluyveri) enzyme, not human; inhibition, % at 20 µM; 190,000 compounds, 0.69% hits;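 active = primary screen inhibition at 20 µM above a set limit, cut at about 50% in these data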;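 note: plate controls were DMSO with full reaction for no effect and wells lacking NADH for full effect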
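material = Clostridium kluyveri diaphorase enzyme | amount = 0.14 U/mL diaphorase, enzyme working solution | schedule = incubation 16 min, room temperature | detection = fluorescence of resorufin formed from resazurin, Ex 544/Em 590 nm | benchmarks = positive control minus NADH, DMSO neutral control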
TNAP act hiacc: activators of human TNAP at high phosphate acceptor concentration; purified TNAP, CDP-star luminescence, 1 M DEA, 30 min; active compounds read high; 0 = EDTA background, 1 = DMSO-only activity; activation factor at 20 µM; 200,000 tested, under 10 active; AID 1136;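 active = activation factor at least 2 at 20 µM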
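Test system – human TNAP · Doses – 20 µM single point · Incubation – 30 min, room temperature · Signal – luminescent substrate turnover signal · Read-out basis – activation factor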
TNAP inh hiacc: inhibitors of human TNAP at high phosphate acceptor concentration. purified TNAP, CDP-star luminescence, 1 M DEA. inhibition, % at 20 µM. 200,000 compounds, 0.03% hits;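 active = over 50% inhibition of tissue-nonspecific alkaline phosphatase at 20 µM in the single-dose screen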;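 note: plate controls were DMSO wells for no effect and EDTA-quenched wells as full inhibition for full effect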
* hit, by the source's call; nt = no result given.

A first look:
smiles	PMI act satM6P	Diaphorase act	L major viab	bIAP inh	bIAP act	PMI act	TNAP inh no acc	Diaphorase inh	TNAP act hiacc	TNAP inh hiacc
CC1=C(C(=O)OCC(Br)(Br)Br)C(c2ccc(Br)cc2)NC(=O)N1CCCC(=O)O (configuration not stated)	1	0.8	-8	43	0.6	1	-8	16	1	-4
CC[N+]1=C(C)C(C)(C)c2cc(C)ccc21	1.5	0.9	47	-9	1.1	0.3	-3	9	1	0

The whole of this part, repeating the preview:
smiles	PMI act satM6P	Diaphorase act	L major viab	bIAP inh	bIAP act	PMI act	TNAP inh no acc	Diaphorase inh	TNAP act hiacc	TNAP inh hiacc
CC1=C(C(=O)OCC(Br)(Br)Br)C(c2ccc(Br)cc2)NC(=O)N1CCCC(=O)O (configuration not stated)	1	0.8	-8	43	0.6	1	-8	16	1	-4
CC[N+]1=C(C)C(C)(C)c2cc(C)ccc21	1.5	0.9	47	-9	1.1	0.3	-3	9	1	0
CN(C(=O)Cc1c(C(=O)O)n(C)c2ccccc12)c1ccc(F)cc1	1.1	0.9	-7	-5	1.1	1.2	-1	5	1	-3
CN(C)S(=O)(=O)c1cccc(C(=O)OCC(=O)NC2CCCc3ccccc32)c1 (configuration not stated)	1	0.9	-5	5	0.9	1	-1	10	1	-3
COc1ccc(CCN2CC34C=CC(O3)C(C(=O)NCc3ccccc3)C4C2=O)cc1OC (configuration not stated)	0.9	0.8	-10	5	0.9	0.9	-10	16	1.1	-7
CCCCCCCCNC(=O)CC(NS(=O)(=O)c1ccc(NC(C)=O)cc1)C(C)C (configuration not stated)	0.9	0.9	-2	2	1	0.9	-7	10	1	-1
O=C(COC(=O)c1ccc[nH]c1=O)NC1CCCC1	1	0.8	-7	6	0.9	1.1	-17	16	1.1	-10
COc1ccc2c(Cl)c(C(=O)NC3CCS(=O)(=O)C3)sc2c1 (configuration not stated)	1	0.9	-3	11	0.9	1.1	2	6	1.1	-6
O=c1[nH]c2ccccc2c(O)c1-c1ccccc1[N+](=O)[O-]	1	1	-6	-2	1	1	-3	4	1	0
CNC(=O)c1cc2c(s1)-c1ccccc1CC2	0.9	0.8	10	3	1	0.9	-4	17	1	-2
COc1ccc(N2C(=O)/C(=C\c3ccco3)N=C2SCC(=O)N(C(C)C)C(C)C)cc1Cl	1	0.9	36	-2	1	0.9	-13	9	1	1
Cc1ncc(CN2CCCC(CCC(=O)NCc3ccccc3F)C2)s1 (configuration not stated)	0.9	0.9	77*	-2	1	0.9	-9	13	1.1	-6
C#CCSc1nc2ccccc2n1C(=O)c1ccc(S(=O)(=O)N2CCCCC2)cc1	1.1	0.8	-3	-2	1	1	18	16	1	-4
O=C(NCCO)c1cccc(Nc2nc(-c3ccccc3)c3cc(Cl)ccc3n2)c1	1	0.9	5	-3	1	0.9	-3	7	1	-2
COc1ccc(NC(=S)N2CCN(c3ccccn3)CC2)cc1OC	0.8	0.9	-3	7	0.9	0.8	2	8	1.1	-6
COC(=O)c1cn(NC(=O)c2cccnc2)c(=O)c2ccccc12	1.1	1	-10	6	0.9	1	-7	0	1	2
Nc1c(C(=O)CCC(=O)O)oc2ccc(Cl)cc12	1.1	0.8	-9	-1	1	1.3	-15	17	1.1	-6
CCc1ccccc1NC(=O)CSc1nnc([C@H](CCSC)NC(=O)OC(C)(C)C)o1	0.9	0.8	3	-23	1.2	0.8	-14	15	1	-3
CCOC(=O)C1CCN(S(=O)(=O)c2ccc(OCC)cc2)CC1	1	0.9	-5	-3	1	0.9	-13	9	1	-3
CCCc1nnc(NC(=O)c2c(O)c3c([nH]c2=O)CCCC3)s1	0.9	0.7	nt	1	1	1	-7	28	1.1	-7
Cc1cnc(C(=O)Nc2ccc3c(c2)CCC3)cn1	1.3	0.8	-2	19	0.8	1.4	-9	18	1	-1
COCc1cc(C)nc(N2CCOCC2)c1C#N	1	1	-8	0	1	1	-10	-1	1.1	-8
O=C(Cc1ccccc1)Nc1ccc(C(=O)NCC2COc3ccccc3O2)cc1 (configuration not stated)	1.1	0.9	3	22	0.8	0.9	2	11	1	-1
CC(=O)N1CCN(CCN(CC2C(C)C=C(C)CC2C)C(C)=O)CC1 (configuration not stated)	1	0.8	-3	1	1	0.9	-12	18	1	-4
Cn1cccc1Cc1nnc(SCC(=O)Nc2ccc(Cl)cc2)n1-c1ccc(F)cc1	0.8	0.7	4	-3	1	0.8	2	33	1.1	-7
CC1CCCN(S(=O)(=O)c2ccccc2[N+](=O)[O-])C1 (configuration not stated)	1	0.8	46	11	0.9	0.9	21	23	1	-2
Cc1cccc(C)c1OCCCN1CCCC1	1.1	0.9	-3	6	0.9	1	-18	5	1	-5
COc1cc(/C=N/NC(=S)NCc2ccccc2)ccc1OCC#N	1	0.9	-7	15	0.9	1	-2	5	1	-1
O=C(CSc1ncc(-c2ccccc2)n1-c1ccccc1)NCc1ccco1	0.9	0.8	3	16	0.8	0.8	-13	21	1	-5
CC1CCN(c2c(NCc3ccc(C(=O)NCc4ccco4)cc3)c(=O)c2=O)CC1	1	1	-7	40	0.6	1.1	-11	2	1	-3
COc1ccccc1/C=N/N1C(=O)C2C3C=CC(CC3)C2C1=O (configuration not stated)	0.9	0.9	6	12	0.9	1	-8	12	1.1	-7
Cc1ccccc1C(=O)NNC(=O)c1ccc(F)cc1	1	0.9	-4	6	0.9	1	-4	7	1	0
O=C1OCC(CO)(CO)N=C1NNc1ccccc1Cl	2*	0.9	5	2	1	1.6	-23	10	1	1
CC(=O)c1sc(N2CCOCC2)nc1-c1ccccc1	0.7	0.8	-10	-13	1.1	0.9	-13	17	1.1	-6
S=c1[nH]c2ccc3ccccc3c2[nH]1	0.9	0.9	-6	-3	1	0.9	-10	9	1.1	-7
O=C(O)c1c2c(nc3ccccc13)-c1ccccc1CC2	0.9	0.9	-11	-6	1.1	1	-3	12	1	-2
CN(C1CCS(=O)(=O)C1)S(=O)(=O)c1ccccc1[N+](=O)[O-] (configuration not stated)	1.1	0.9	-2	1	1	1	-6	6	1	-2
CCC(C)(C)n1nnnc1CN1CCC(NC(=O)c2ccc(Br)cc2)CC1	0.9	0.9	-7	0	1	1	-12	11	1	-3
COc1ccc([N+](=O)[O-])cc1NC(=S)Nc1ccccc1	1.1	0.9	11	26	0.7	1.1	9	7	1	-3
N#C/C(=C\c1ccc(Sc2ccc(Cl)cc2)o1)c1nc2ccccc2[nH]1	0.8	0.8	60*	3	1	0.8	5	22	0.9	9
O=[N+]([O-])c1ccc(N2CCN(S(=O)(=O)c3ccccc3[N+](=O)[O-])CC2)cc1N1CCc2ccccc2C1	1	0.8	3	-6	1.1	0.9	17	22	0.9	6
CC(C)(C)C(=O)Nc1ccc(C(=O)N/N=C/c2ccccc2OC(=O)c2ccc(Cl)cc2Cl)cc1	0.8	0.8	41	-16	1.2	0.8	-17	20	1.1	-5
CN(CCc1ccccn1)C(=O)CCC1CCCN(Cc2ccccc2OC(F)F)C1 (configuration not stated)	0.9	0.8	68*	-10	1.1	0.9	-10	22	1.1	-8
O=C(COC(=O)CCC(=O)c1cccs1)NCc1ccco1	1.1	0.9	5	5	0.9	1	-8	14	1	4
COc1ccc(C2CC(c3ccccc3OC(C)=O)=NN2C(=O)/C=C/c2ccccc2)cc1 (configuration not stated)	1	0.9	97*	30	0.7	0.9	-4	8	1	-1
O=C(Nc1ccc2snnc2c1)N1CCOCC1	1	0.9	-6	0	1	1	-16	9	1	-4
Cc1cccc(NC2SC(=O)N(c3ccccc3)C2=O)c1 (configuration not stated)	0.9	0.9	-5	0	1	0.9	-30	5	1.1	-6
Cc1onc(-c2ccccc2)c1C(=O)NCc1ccccn1	0.9	0.9	-3	18	0.8	1	-10	12	1	-2
CC(=O)c1c(C)nn(C(=O)N2CCOCC2)c1C	1.1	1.1	nt	-5	1	1.1	-14	-11	1.1	-8
O=c1c2cn[nH]c2nc(SCc2ccccc2F)n1-c1ccc(Br)cc1	1	0.8	12	10	0.9	1	-14	23	1	-3

Fetched by structure from the list above (3):
smiles	PMI act satM6P	Diaphorase act	L major viab	bIAP inh	bIAP act	PMI act	TNAP inh no acc	Diaphorase inh	TNAP act hiacc	TNAP inh hiacc
N#C/C(=C\c1ccc(Sc2ccc(Cl)cc2)o1)c1nc2ccccc2[nH]1	0.8	0.8	60*	3	1	0.8	5	22	0.9	9
CC1CCN(c2c(NCc3ccc(C(=O)NCc4ccco4)cc3)c(=O)c2=O)CC1	1	1	-7	40	0.6	1.1	-11	2	1	-3
Cc1cccc(NC2SC(=O)N(c3ccccc3)C2=O)c1 (configuration not stated)	0.9	0.9	-5	0	1	0.9	-30	5	1.1	-6

Going on with the list.
smiles	PMI act satM6P	Diaphorase act	L major viab	bIAP inh	bIAP act	PMI act	TNAP inh no acc	Diaphorase inh	TNAP act hiacc	TNAP inh hiacc
Cc1noc(C)c1CSc1nc2ccccc2c(=O)n1-c1ccccc1	1	0.7	15	-3	1	1	-10	29	1.1	-5
Cc1ccc(-c2nn3c(C)nnc3s2)cc1NC(=O)c1ccc(-c2ccc(Cl)cc2Cl)o1	1	0.9	-3	-3	1	1.1	5	14	1	-4
COc1ccc(CCNC(=O)c2ccc3c(c2)NC(=O)C(N2CCOCC2)S3)cc1OC (configuration not stated)	1	0.9	4	3	1	1	-5	7	1	1
CN(C)c1nc(Oc2ccc(OCCOc3ccccc3)nn2)nc(N(C)C)n1	1.1	0.9	7	3	1	1.1	-8	7	1	-4
CCN1CCCC1CNc1ncnc2c1[nH]c1ccc(F)cc12 (configuration not stated)	0.9	1	79*	-37	1.4	0.8	-15	3	1.1	-8
CCCS(=O)(=O)N1CCCC(C(=O)NCC(OC)OC)C1 (configuration not stated)	1.1	1.1	-2	-24	1.2	1.1	-10	-9	1	-1
Cc1cccc(NC(=O)C2CCCN2C(=O)Oc2ccccc2)c1 (configuration not stated)	1.1	1.1	1	3	1	1.1	-12	-10	1	-2
Cc1ccc(N2C(=O)C3NN=C(C(=O)OCc4ccccc4)C3C2=O)c(C)c1 (configuration not stated)	0.9	0.9	-12	5	0.9	1	-2	14	1	-3
COc1cccc(-c2nc3ccccc3s2)c1	1	0.9	-1	18	0.8	1	-14	9	1.1	-8

Screening data (PubChem BioAssay)
